Assay outcomes: PubChem BioAssay, NCI
All columns: NCI-60 one-dose screen, growth in % after 48 h at 10 µM unless noted; 100 = growth as untreated, 0 = no growth, -100 = all killed.
NCI-H522 – NCI-H522 lung cancer. hit rate 8% among 78,000
NCI/ADR-RES – NCI/ADR-RES ovarian cells | hit rate 4.4% among 81,000
IGROV1 – IGROV1 ovarian cancer. hit rate 4.7% among 79,000
KM12 – KM12 colon cancer cells; hit rate 5% among 82,000
NCI-H460 – NCI-H460 lung cancer; hit rate 6.8% among 82,000
NCI-H23 – NCI-H23 lung cancer; hit rate 4% among 80,000
NCI-H322M – NCI-H322M lung cancer | hit rate 2.7% among 80,000 | AID 1794733
NCI-H226 – NCI-H226 lung cancer | hit rate 3.5% among 79,000
COLO 205 – COLO 205 colon cancer; hit rate 7.3% among 79,000
The depositor's hits bear a star; x = no result given; & = joins results of further samples; [ ] = remark or other dose. Rule for the calls: active = growth percent below 10; inactive = the rest.

smiles	NCI-H522	NCI/ADR-RES	IGROV1	KM12	NCI-H460	NCI-H23	NCI-H322M	NCI-H226	COLO 205
Cn1c(O)c(/C=C2\C=Nc3ccccc32)c(=O)n(C)c1=O	80	99	x	102	99	87	105	79	113
CC12CCC(=O)C=C1C(O)CC1C2CCC2(C)C(O)CCC12 (stereo not drawn)	106	108	106	99	102	100	98	95	112
Cc1ccc(S(=O)(=O)SC(Cl)(Cl)Cl)cc1	101	106	98	102	103	102	95	96	105
CCOCC1(CCc2ccccc2)C(=O)NC(=S)NC1=O	x	105	107	110	113	94	114	106	109
NC(=O)Cc1c(OC(=O)NCCCCN=C(N)N)cc(Br)c(O)c1Br	100	107	109	110	118	102	103	99	134
CC(=C\C(=O)Oc1ccc2c3c1OC1C(O)CCC4(O)C(C2)N(CC2CCC2)CCC314)/C=C1\CCCc2ccccc21 (stereo not drawn)	47	64	67	41	12	64	70	56	39
CSc1nc2ccc(Cl)cc2c(=O)n1-c1ccc(Cl)cc1	92	106	93	100	102	104	101	106	113
C#Cc1cccc(NC(=O)C2CCCN(S(=O)(=O)F)C2)c1 (stereo not drawn)	89[8.25 µM]	101[8.25 µM]	91[8.25 µM]	109[8.25 µM]	110[8.25 µM]	97[8.25 µM]	101[8.25 µM]	89[8.25 µM]	114[8.25 µM]
CCO[C@H]1CC[C@@]2(C)[C@@H](CC[C@@H]3[C@@H]2CC[C@@]2(C)[C@H]3C[C@@H]3OB(O)O[C@@H]32)C1	108	102	124	113	100	106	94	96	109
COc1cc(C2=NN(C(C)=O)C(c3sc(N(CCCl)CCCl)nc3Cl)C2)cc(OC)c1OC (stereo not drawn)	76	94	116	104	109	94	83	102	103
CS(=N)(=O)CCC(N)C(=O)O (stereo not drawn)	97	100	87	115	112	95	108	101	122
C=CCCC1(CC)C(=O)NC(=S)NC1=O	98	100	109	96	106	91	x	103	102
C[C@]12C=CC(=O)C=C1CC[C@@H]1[C@@H]2C(=O)C[C@@]2(C)[C@H]1CC[C@]2(O)C(=O)COC(=O)N(CCCl)CCCl	100	110	109	110	106	111	108	98	111
O=C(N/N=C/c1ccc([N+](=O)[O-])o1)c1cc([N+](=O)[O-])cc([N+](=O)[O-])c1O	x	89	97	100	105	94	x	98	107
CNC(Cc1ccccc1)c1cccc(OC)c1OC (stereo not drawn)	111	95	85	101	100	107	88	103	105
[N-]=[N+]=C1C(=O)NN=C1c1ccccc1	99	115	112	102	114	105	125	110	128
Cc1cc(N(CCCl)CCCl)ccc1C=Nc1ccc2ccccc2c1	x	71	63	88	26	61	103	-50*	87
CN(C(=O)CCl)c1ccccc1	103	106	110	100	104	95	98	98	114
Clc1ccc2oc3ccc(Cl)cc3c2c1	100	112	116	109	102	104	108	107	105
COP(=O)(CC(F)(F)C(F)(F)F)OC	-72*	62	50	95	96	42	109	-56*	-59*
CC(=O)Nc1cccc([As](=O)(c2cccc(NC(C)=O)c2)c2cccc(NC(C)=O)c2)c1	93	99	99	101	100	93	96	93	110
Cc1ccc(S(=O)(=O)n2cc(C=C3C(=O)NC(=O)NC3=O)c3ccccc32)cc1	87	93	65	100	102	99	x	77	78
CCOC(=S)S[C@H]1C[C@@H]2[C@H](CC[C@]3(C)C(=O)CC[C@@H]23)[C@@]2(C)CCC(=O)C=C12	96	102	112	101	105	101	102	106	115
CC1(C)CC[C@]2(C(=O)NCC(=O)OCc3cn(C4OC(OO)C(O)C(O)C4O)nn3)CC[C@]3(C)C(=CC[C@@H]4[C@@]5(C)CC[C@H](O)C(C)(C)[C@@H]5CC[C@]43C)[C@@H]2C1 (stereo partly drawn)	91	96	99	100	102	95	99	115	105
NC(Cc1ccc(O)cc1)c1ccc(O)cc1 (stereo not drawn)	71	109	106	96	106	101	106	93	104
COc1ccc2c(c1)C1OCCNC1CC2 (stereo not drawn)	103	103	111	108	113	108	108	102	98
O=C(O)COc1cc(Cl)c(Cl)cc1Cl	107	104	100	108	101	100	107	95	107
NC(N)=NCCCOc1ccccc1	113&87	106&110	x	97&95	113&113	103&105	97&118	109&110	97&104
CCC(C)[C@H]1O[C@]2(C=C[C@@H]1C)C[C@@H]1C[C@@H](C/C=C(\C)[C@@H](OC3C[C@H](OC)C(O[C@H]4C[C@H](OC)[C@@H](O)[C@H](C)O4)[C@H](C)O3)[C@@H](C)/C=C/C=C3\CO[C@@H]4[C@H](O)C(C)=C[C@@H](C(=O)O1)[C@]34O)O2 (stereo partly drawn)	-29*	7.2*	13	-12*	-34*	5.8*	26	-16*	-64*
Cc1cc(Cl)ccc1OC(C)C(=O)O (stereo not drawn)	91	110	108	110	117	108	93	95	109
O=S(OO)c1cc(Cl)c(O)c(Cl)c1 (stereo not drawn)	102	101	104	108	102	101	98	109	117
CCCCCCOC(N)=O	x	114	109	103	101	111	102	93	102
Cc1c2ccncc2c(C)c2c1[nH]c1ccccc12	-51*	-47*	-66*	-69*	-69*	-80*	-83*	-0.9*	-87*
O=[N+]([O-])c1cccc([As]=[As]c2cccc([N+](=O)[O-])c2)c1 (stereo not drawn)	x	-1.2*	-58*	-93*	-66*	-36*	-97*	-61*	-81*
COc1cc(/C=C/[N+](=O)[O-])cc(OC)c1	-40*	11	9.9*	-24*	41	-47*	85	-31*	-49*
O=S(=O)(C(Cl)(Cl)Cl)C(Cl)(Cl)Cl	x	108	111	107	107	109	106	106	119
CNP1(NC)=NP(NC)(NC)=NP(NC)(NC)=N1	67	105	106	101	104	104	86	90	104
CC(C)CCC1(CCCl)C(=O)NC(=O)NC1=O	104	102	108	108	101	100	101	97	110
O=C1/C(=C/c2cn(Cc3cccc(C(F)(F)F)c3)c3ncccc23)N2CCC1CC2	71	51	73	81	89	69	88	65	91
CC(=O)Nc1ccc(C=C2C(=O)NC(=O)NC2=O)cc1	104	108	107	112	x	101	104	101	106
Nc1cccc(CCCCc2ccc(Cl)c(S(=O)(=O)F)c2)c1	93	97	115	110	108	102	111	95	110
Cc1ccc(Cl)c2ccccc12	100	96	97	100	103	96	86	89	94
CC1=C2[C@H]3OC(=O)[C@@H](C)[C@@H]3CC[C@@]2(C)C=CC1=O	123	14	x	105	116	54	86	92	97
CC(C)NC1C2CCC(CC2)C1(O)c1ccc(Cl)c(Cl)c1 (stereo not drawn)	91	100	100	97	106	100	94	x	89
S=C(SSC(=S)N(Cc1ccccc1)Cc1ccccc1)N(Cc1ccccc1)Cc1ccccc1	65	64	72	53	24	60	80	76	79
Oc1c2c3c4c5c1N=CC=5CC[N+]=4C1(O)CCC3(CCN2)CC1	102	98	103	94	102	91	107	100	90
CN(C1CCCC1)C1CCCC1	112	107	106	115	101	107	102	105	105
N#CCC(=O)c1ccccc1	102	104	104	91	97	98	97	98	101
CC(=O)C(c1c(O)c2ccccc2oc1=O)c1cc(=O)oc2cc(C)ccc12 (stereo not drawn)	83	92	102	105	105	98	99	96	122
CC1=C[C@H]2O[C@@H]3C[C@H]4OC(=O)/C=C\C=C\[C@H]([C@@H](C)O)OCC/C(C)=C/C(=O)OC[C@@]2(CC1)[C@]4(C)[C@]31CO1	-39*	-20*	-11*	3.7*	-7.4*	-36*	-19*	-50*	-62*

Whole records from above. Order of screens: NCI-H522 | NCI/ADR-RES | IGROV1 | KM12 | NCI-H460 | NCI-H23 | NCI-H322M | NCI-H226 | COLO 205
`Cc1ccc(Cl)c2ccccc12` is listed as 100 | 96 | 97 | 100 | 103 | 96 | 86 | 89 | 94
`CC(=O)C(c1c(O)c2ccccc2oc1=O)c1cc(=O)oc2cc(C)ccc12` (stereo not drawn) is listed as 83 | 92 | 102 | 105 | 105 | 98 | 99 | 96 | 122
`CC(C)NC1C2CCC(CC2)C1(O)c1ccc(Cl)c(Cl)c1` (stereo not drawn) is listed as 91 | 100 | 100 | 97 | 106 | 100 | 94 | x | 89

The main list resumes, starting four compounds before the break.
smiles	NCI-H522	NCI/ADR-RES	IGROV1	KM12	NCI-H460	NCI-H23	NCI-H322M	NCI-H226	COLO 205
CN(C1CCCC1)C1CCCC1	112	107	106	115	101	107	102	105	105
N#CCC(=O)c1ccccc1	102	104	104	91	97	98	97	98	101
CC(=O)C(c1c(O)c2ccccc2oc1=O)c1cc(=O)oc2cc(C)ccc12 (stereo not drawn)	83	92	102	105	105	98	99	96	122
CC1=C[C@H]2O[C@@H]3C[C@H]4OC(=O)/C=C\C=C\[C@H]([C@@H](C)O)OCC/C(C)=C/C(=O)OC[C@@]2(CC1)[C@]4(C)[C@]31CO1	-39*	-20*	-11*	3.7*	-7.4*	-36*	-19*	-50*	-62*
COc1ccc(/C=C(/c2cc(OC)c(OC)c(OC)c2)c2nn[nH]n2)cc1	90	99	103	102	110	89	101	93	107
CCC1CN1 (stereo not drawn)	132	116	121	106	108	108	108	94	109
Cc1sc2nc(N3CC4CC(C3)c3cccc(=O)n3C4)[nH]c(=O)c2c1C (stereo not drawn)	91	95	97	104	104	96	103	98	100
C[C@@H]1O[C@@H](O[C@H]2C[C@@H](O)[C@]3(CO)C4C(CC[C@]3(O)C2)[C@@]2(O)CC[C@H](C3=CC(=O)OC3)[C@@]2(C)C[C@H]4O)[C@H](O)[C@H](O)[C@H]1O (stereo partly drawn)	-54*	-61*	-5.1*	-89*	-76*	-67*	-64*	-72*	-84*
NNc1nc2nc(N)nc(N)n2n1	96	106	107	105	106	105	109	105	111
O=C(OCCOc1ccccc1)C(Cl)(Cl)Cl	95	104	111	103	114	103	110	106	109
CC1(C)N=C(N)N=C(N)N1c1ccc(CCNS(=O)(=O)c2cccc(S(=O)(=O)F)c2)cc1	107	115	98	100	111	113	103	106	113
CC[C@H](C)[C@H](NC(=O)[C@H]1CCCCN1C)C(=O)N(C)[C@H](C(=O)NC12C3C4C1C1C2C3C41C(=O)N[C@@H](Cc1ccccc1)C[C@H](C)C(=O)OC)C(C)C (stereo partly drawn)	73	105	102	104	103	94	90	89	103
C[C@]12CC[C@H](OC3OC(O)C(O)C(O)C3O)C=C1CCC1C2CC[C@]2(C)[C@@H](c3ccc(=O)oc3)CC[C@]12O (stereo partly drawn)	-61*	-71*	-12*	-94*	-80*	-69*	-72*	-71*	-85*
Cc1nc2ccccc2c(=O)n1-c1ccccc1F	88	112	111	105	105	100	111	97	98
CC(C)C[C@H](NC(=O)CN1C(=O)CN=C(c2ccccc2)c2ccccc21)B(O)O	x	106	104	104	104	107	99	105	103
[O-][n+]1ccccc1S	-35*	37	6.4*	47	8.7*	73	64	96	16
S=c1[nH]c2ccccc2[nH]1	84	106	109	102	109	99	106	99	108
NNc1ccc([N+](=O)[O-])cc1	49	68	66	34	48	90	76	84	95
NCC(O)c1cccc(O)c1 (stereo not drawn)	83&105	98&103	111&98	108&107	107&110	98&100	92&98	98&105	110&98
COc1cc2c(cc1OCc1ccccc1)C(CC(C)C)=[N+](C)CC2	66	101	x	79	92	56	98	81	57
CC1=C(CCC=O)C2=C(C)C3(CC3)[C@@](C)(O)C(=O)C2=C1	-90*	-43*	-79*	-73*	-43*	-86*	-85*	-62*	-71*
CCOC(=O)c1ccccc1C(=O)OCC	61	102	65	104	112	109	98	95	120

These rows are one share of the data; rates above refer to the full screens.
